Screens as filed in PubChem BioAssay.
Nrf2 inh = blocks Nrf2 signaling; A549 ARE-Fluc reporter, luciferase luminescence, 18-24 h; Potency, µM (doses to about 46 µM), for the others: top-dose activity change, negative = inhibition, hits mostly inhibitors; 360,000 tested, 2.1% active; note: % is set by controls: 0 for no effect and ±100 for the full control effect; nearly all actives have a fitted effect of over 60% in size
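Cells were seeded and rested 2 h, then exposed to compounds for 18-24 h. CellTiter-Fluor was read first as a viability measure. BugLite was added 15 min before the final luminescent read of ARE-luciferase activity in A549 cells.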
A549 viability = A549 cytotoxicity, counter-screen for Nrf2 inhibitors; AID 504648; A549 ARE-Fluc cells, CellTiter-Fluor viability, 18-24 h; Potency, µM (doses to about 46 µM), for the others: top-dose activity change, negative = cytotoxicity, most hits filed as inhibitors; 390,000 tested, 0.16% active; note: % is set by controls: 0 for no effect and ±100 for the full control effect
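A549 ARE_Fluc cells in 5% FBS OPTI-MEM were exposed to compounds in concentration-response for 18-24 h at 37 deg C. Viability was read by CellTiter-Fluor fluorescence (Ex 405/Em 525) after 30 min, before the luciferase read.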
HepG2 viability = counter-screen for TGF-b inhibitors: cytotoxicity in HepG2 cells | HepG2 CAGA-GFP viability, ATP luminescence, 18 h | Potency, µM (titrated, usually from 46.1 µM), for inactives: at the top dose activity change, negative = cytotoxicity, most hits filed as cytotoxic | 410,000 tested, 0.76% active | AID 588856; note: some results filed as inactive show a strong effect at the top dose
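HepG2 CAGA-GFP cells (1000/well, DMEM with 1% FBS) received compound, then TGF-beta at 500 pg/mL final, and were incubated 18 hours at 37 degrees C. Viability was read by CellTiter-Glo luminescence. Media-only wells were set as complete cell-killing and DMSO as no toxicity.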
MCF10A rerep = induces DNA re-replication in MCF 10a normal breast cells. MCF 10A DNA re-replication, Hoechst nuclear intensity, 48 h. Potency, µM (highest dose often 46.1 µM), inactives show at the top dose activity, positive = re-replication, usual class: activators. 350,000 tested, 2.9% active. AID 624296; note: % of control where 0% means no effect; nearly all actives have a fitted effect of over 50% in size
TGFb inhibitor = inhibitors of TGF-b signaling; HepG2 CAGA-GFP TGF-b/SMAD3 reporter, GFP fluorescence, 18 h; TGF-beta stimulated, 500 pg/mL final; Potency, µM (highest dose often 46.1 µM), inactives show at the highest dose activity, negative = inhibition, actives largely listed as inhibitors; 410,000 tested, 1.2% active; AID 588855; note: % is set by controls: 0 for no effect and ±100 for the full control effect; nearly all actives have a fitted effect of over 65% in size
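HEPG2 CAGA-GFP cells (1000/well, DMEM with 1% FBS) were pre-incubated 2 h at 37 degrees C, given compound by pin tool, then stimulated with TGF-beta at 500 pg/mL final for 18 h before per-cell GFP fluorescence imaging.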
Nrf2 ARE act = activates Nrf2 signaling | 410,000 tested, 0.31% active | AID 624171 | Potency, µM (series often up to 46.1 µM), for inactives: at the highest dose activation, hits mostly activators | AREc32 ARE-luciferase reporter (MCF7-derived line), luminescence, 24 h; note: % of control where 0% means no effect; nearly all actives have a fitted effect of over 65% in size
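AREc32 cells carrying an ARE-driven firefly luciferase, 1000 cells/well in OPTI-MEM with 5% FBS, dosed after overnight attachment and incubated 24 hr at 37 deg C. Steady-Glo luminescence read after 30 min at RT.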
EPAC2 antag = antagonists of human EPAC2 | Q8WZA2 | EPAC2 GEF exchange of Rap1B-BODIPY-GDP, fluorescence | Potency, µM (top dose mostly 114 µM), without a hit: at the highest dose activity, negative = inhibition, usual class: inhibitors | 360,000 tested, 0.18% active; note: % is set by controls: 0 for no effect and ±100 for the full control effect; nearly all actives have a fitted effect of over 45% in size; many of its hits are not listed in these tables
Target sequence (Q8WZA2 whole entry, looked up): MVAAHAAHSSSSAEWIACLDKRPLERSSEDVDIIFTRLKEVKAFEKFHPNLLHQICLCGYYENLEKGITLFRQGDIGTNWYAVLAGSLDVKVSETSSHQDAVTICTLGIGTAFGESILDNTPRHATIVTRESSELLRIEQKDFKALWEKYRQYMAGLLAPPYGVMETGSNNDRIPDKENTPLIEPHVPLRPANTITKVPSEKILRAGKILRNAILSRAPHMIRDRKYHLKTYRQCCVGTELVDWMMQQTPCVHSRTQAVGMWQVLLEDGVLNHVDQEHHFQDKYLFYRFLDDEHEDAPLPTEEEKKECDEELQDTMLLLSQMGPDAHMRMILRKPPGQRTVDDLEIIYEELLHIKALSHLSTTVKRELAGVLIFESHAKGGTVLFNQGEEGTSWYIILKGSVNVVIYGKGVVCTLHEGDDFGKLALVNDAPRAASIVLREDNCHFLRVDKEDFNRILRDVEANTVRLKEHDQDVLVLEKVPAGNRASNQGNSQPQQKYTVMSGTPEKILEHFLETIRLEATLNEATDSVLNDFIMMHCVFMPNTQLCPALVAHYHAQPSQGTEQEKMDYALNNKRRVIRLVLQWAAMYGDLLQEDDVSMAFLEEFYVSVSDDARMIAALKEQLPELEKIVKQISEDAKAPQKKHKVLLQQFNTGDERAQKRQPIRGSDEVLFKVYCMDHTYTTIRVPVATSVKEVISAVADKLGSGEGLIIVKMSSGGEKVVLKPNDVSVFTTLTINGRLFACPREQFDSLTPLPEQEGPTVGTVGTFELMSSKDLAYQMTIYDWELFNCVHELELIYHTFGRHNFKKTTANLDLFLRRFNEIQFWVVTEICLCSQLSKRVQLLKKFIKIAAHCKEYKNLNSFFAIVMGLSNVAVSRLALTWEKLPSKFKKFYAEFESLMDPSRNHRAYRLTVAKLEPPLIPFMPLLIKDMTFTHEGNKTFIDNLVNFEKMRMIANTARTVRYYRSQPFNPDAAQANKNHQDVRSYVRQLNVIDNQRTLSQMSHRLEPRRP
ATXN2 expr inh = ATXN2 expression inhibition | HEK-293 ATXN2-luciferase reporter, luminescence, 24 h | Potency, µM (series often up to 57 µM), for the others: at the highest dose activity change, negative = inhibition, usual class: inhibitors | 360,000 tested, 0.72% active; note: % is set by controls: 0 for no effect and ±100 for the full control effect; nearly all actives have a fitted effect of over 55% in size
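ATXN2-luciferase reporter cells (luciferase flanked by upstream and downstream ATXN2 gene portions) were treated 24 h at 37 °C with compounds at up to 57 uM. SteadyGlo luminescence gave expression; GF-AFC fluorescence gave viability.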
S2 tox = viability counter-screen for ATXN expression inhibitors; AID 651635; Potency, µM (doses to about 56.7 µM), actives largely listed as cytotoxic; 400,000 tested, 0.49% active; S2 cells (HEK-293 line with an ATXN2-luciferase reporter) viability, CellTiter-Fluor protease fluorescence, 24 h; note: nearly all actives have a fitted effect of over 40% in size
Active calls of the source: *; i = inactive; ? = inconclusive; · = no result given; & = joins results of further samples; [ ] = dose if it differs, or a comment. Calls come from the whole dose curve; as a rule, active = well fitted curve in the direction sought with a large enough effect; inconclusive = small, poorly fitted or top-dose-only effect, or another doubt; inactive = no such curve, though single readings can be large; an effect the other way counts as inactive or inconclusive. Potency is the fitted concentration of half-maximal effect.

Below each SMILES – A549 viability | HepG2 viability | Nrf2 ARE act | Nrf2 inh | S2 tox | ATXN2 expr inh | MCF10A rerep | TGFb inhibitor | EPAC2 antag
(1) CCOc1ccccc1NC(=O)CSc1c(C)n[nH]c1C
  -4% | 11% | -0.1% | 0% | i | 3% | ? | 1% | -5%[57.1 µM]
(2) Cc1nc2c(c(C)c1C#N)C(=O)c1ccccc1-2
  -4% | -13% | 8.1% | 13% | i | 6% | ? | ? | -2%
(3) CCCCn1c(SCc2ccccn2)nc2c1c(=O)n(C)c(=O)n2C
  1% | -10% | -0.5% | -5% | i | -4% | 24% | 4% | -6%
(4) Cc1ccccc1NC(=S)N(CCCN1CCC(C)CC1)Cc1ccco1
  -13% | -7% | 1.7% | 10% | i | -28% | -2% | 7% | -7%
(5) Cc1c(NC(=O)c2ccc(N3CCCC3)c([N+](=O)[O-])c2)cccc1-c1nc2ccccc2s1
  -2% | 3% | 4.4% | -26% | i | 2% | 0% | ? | 2%
(6) COc1ccc(-c2ccnc(-c3ccc(OCCCF)cc3)n2)cc1
  0% | -3% | 3.0% | 7% | i | -6% | 15µM* | 0% | -15%
(7) O=C(c1ccncc1)N1CCc2ccccc2C1
  6% | -17% | -0.5% | 4% | i | -4% | -21% | 1% | 11%
(8) CCCCNC(=O)Oc1cccc(N2CCCC2=O)c1
  6% | 6% | -0.3% | 9% | i | 26% | ? | 9% | 17%
(9) O=C(c1ccc(F)c(S(=O)(=O)N2CCOCC2)c1)N1CCc2ccccc21
  -2% | 0% | 0.5% | ? | i | 0% | 12% | -10% | 2%
(10) CS(=O)(=O)c1ccc(Cl)c(NC(=O)CCCc2nc3ccccc3c(=O)[nH]2)c1
  -4% | -14% | 0.2% | 4% | i | 3% | -2% | -4% | 0%
(11) C=C(C)CNC(=S)Nc1cccc2cnccc12
  4% | 9% | 2.2% | -20% | i | -13% | 9% | ? | 13%
(12) Cc1cccc(C)c1OCCn1nnc2ccccc21
  -5% | 10% | 2.3% | -15% | i | 12% | -10% | -7% | 5%
(13) O=C(NNC(=O)c1cccs1)c1ccc(Br)cc1
  -10% | -17% | 3.0% | 0% | i | 13% | -26% | -2% | -12%
(14) CC(=O)NCCn1c(SCc2ccc(C)cc2)nc2ccccc2c1=O
  -17% | -28% | 0.0% | ? | · | · | 16% | ? | 2%
(15) COc1ccc(Nc2oc(/C=C/c3ccccc3OC)nc2C#N)cc1
  -4% | -26% | 14% | 18% | · | · | · | · | ·
(16) Nn1c(Cc2ccccc2F)n[nH]c1=S
  7% | 4% | 0.1% | 2% | ? | · | -2% | -5% | -3%
(17) CCCCSc1nc(C)cc(NC(=S)Nc2ccc(OC)cc2)n1
  -7% | -21% | 2.2% | ? | i | -12% | ? | 1% | -1%
(18) O=C(CSc1nnc(Cc2cc(=O)[nH]c(=O)[nH]2)n1-c1ccc(Cl)cc1)NC1CCCC1
  4% | -3% | -0.5% | 2% | i | 2% | 3% | 15% | -1%
(19) CCn1cc(C(=O)O)c(=O)c2cnc(N3CCN(C(=S)NC(=O)c4ccc(Cl)cc4Cl)CC3)nc21
  -1% | 0% | -0.5% | 4% | i | -14% | -23% | 21% | 2%
(20) Cc1ccc(-c2nn(-c3ccccc3)cc2C(=O)N2CCOCC2)cc1
  -10% | -24% | -0.3% | -11% | i | 6% | 1% | -4% | -4%
(21) COc1ccc(C2C(C(=O)c3ccc(C)o3)=C(O)C(=O)N2c2cc(C)on2)cc1OC (centres undefined)
  -23% | 15% | 0.2% | -10% | i | 2% | 6% | 13% | 2%
(22) COc1cccc(-c2noc(C3CCCN(C(=O)c4ccc(F)cc4)C3)n2)c1 (centres undefined)
  2% | -5% | 2.5% | 6% | i | 6% | 0% | -1% | -10%
(23) COc1ccc(CN(Cc2cc3cc(C)ccc3[nH]c2=O)C(=O)N(C)C)cc1
  2% | -12% | -0.6% | -2% | i | -7% | ? | -24% | -5%
(24) CCCCN1C2CCCC1CC(NC(=O)C1CCCCC1)C2 (centres undefined)
  -3% | -3% | 0.3% | 1% | i | 1% | 4% | -5% | 5%
(25) Cc1cc(C)n(-c2ccc(C(=O)Nc3cccc([N+](=O)[O-])c3)cc2)n1
  1% | -22% | 12% | ? | i | -31% | 2% | 3% | 2%
(26) CC1(C(=O)Nc2ccc(Cl)c(Cl)c2)CCN1CCc1ccccc1 (centres undefined)
  · | -17% | -1.0% | · | i | 13% | · | -28% | -25%
(27) COc1ccc(NC2CCCN(C(=O)CCn3cccn3)C2)cc1 (centres undefined)
  1% | 16% | -0.6% | -9% | i | 5% | 2% | 3% | 16%
(28) C=CCNC(=O)COc1cc(C)ccc1C
  13% | -37% | -0.2% | -6% | i | -3% | 5% | -4% | -5%
(29) CCOc1ccccc1NC(=O)C1CCCN(S(=O)(=O)c2c(C)[nH]c(=O)[nH]c2=O)C1 (centres undefined)
  2%&0% | 10%&2% | -1.2%&-1.4% | 1% | i | 0%&0% | -9% | 13%&34% | 8%
(30) COc1ccc2c(C)c(CCC(=O)NCCc3ccccc3)c(=O)oc2c1
  5% | -1% | 2.7% | ? | i | -16% | · | 10% | ·
(31) COc1ccc(-c2nc3ncccc3n2O)cc1
  7% | 14µM* | -0.1% | 15% | i | 26% | -11% | -4% | 0%
(32) COc1cccc(C(=O)Nc2ccc(C3CC3(Cl)Cl)cc2)c1 (centres undefined)
  -10% | -38% | 15% | ? | ? | · | 14% | -9% | -11%
(33) C/C(=C\c1ccccc1)CN1CCC(C(=O)N2CCCCC2)CC1
  10% | -35% | -0.5%[9.22 µM] | -2% | i | -4% | 1% | -5% | 0%
(34) CC(C)CC1NC(=O)N(CC(=O)Nc2ccc(OC(F)F)cc2)C1=O (centres undefined)
  -4% | -14% | 0.5% | ? | i | -1% | 2% | 24% | -5%
(35) CC1(C)c2ccccc2-c2nc3ccccc3cc2C1N1CCOCC1 (centres undefined)
  1% | -14% | 0.5% | ? | i | 1% | ? | 0% | -25%
(36) Cc1ccc(S(=O)(=O)Nc2nc(-c3ccc(F)cc3)cs2)cc1
  -8% | -12% | 0.0% | -17% | i | 3% | -1% | -21% | -11%
(37) Cc1ccc(OCC(=O)N2CC(C)CC(C)C2)c([N+](=O)[O-])n1 (centres undefined)
  -7% | 0% | -0.4% | -4% | i | 1% | -2% | -5% | 7%
(38) Cc1cc(C)c2c(N)c(C(=O)c3ccc(Cl)c(Cl)c3)sc2n1
  5% | 4% | 0.0% | -25% | i | · | 0% | ? | -11%
(39) CC(=O)Nc1ncc(Cc2cccc(Cl)c2Cl)s1
  2% | 10% | 0.8% | -11% | i | -29%[11.3 µM] | ? | -13% | 0%
(40) O=C(COc1ncnc2ccccc12)NC1CCCCC1
  5% | -5% | -0.1% | -2% | i | 3% | 9% | -11% | 3%
(41) Cc1nc(N)c(Cc2ccc(Cl)cc2Cl)c(N)n1
  -1% | 4% | 2.2% | ? | ? | -22%[11.3 µM] | -1% | 11% | 2%
(42) CCN(C[C@H]1N[C@@](C)(C(=O)OC)[C@H]2C(=O)N(Cc3ccccc3)C(=O)[C@@H]12)C(=O)c1ccc(C)cc1
  -5% | -3% | 0.0% | -1% | i | 6% | 5% | -1% | -5%
(43) N#CC[C@H](Cc1ccccc1)N1CC[C@@H](O)CCC1=O
  -1% | -1%&-2% | -0.4% | -6% | i | 2% | 0% | 4%&-3% | 3%
(44) Cc1cc(C)n(-c2nc(NC(C)C)nc(NC(C)(C)C)n2)n1
  -4% | -15% | · | 3% | · | · | · | 3% | ·
(45) CN(CC(=O)Nc1ccccc1C(F)(F)F)C(=O)COc1ncnc2ccccc12
  3% | 0% | 0.0% | -11% | i | -2% | -5% | 0% | -2%

Shown in markdown: part of the list above.
| cpd | molecule | A549 viability | HepG2 viability | Nrf2 ARE act | Nrf2 inh | S2 tox | ATXN2 expr inh | MCF10A rerep | TGFb inhibitor | EPAC2 antag |
| --- | --- | --- | --- | --- | --- | --- | --- | --- | --- | --- |
| 1 | CCOc1ccccc1NC(=O)CSc1c(C)n[nH]c1C | -4% | 11% | -0.1% | 0% | i | 3% | ? | 1% | -5%[57.1 µM] |
| 2 | Cc1nc2c(c(C)c1C#N)C(=O)c1ccccc1-2 | -4% | -13% | 8.1% | 13% | i | 6% | ? | ? | -2% |
| 3 | CCCCn1c(SCc2ccccn2)nc2c1c(=O)n(C)c(=O)n2C | 1% | -10% | -0.5% | -5% | i | -4% | 24% | 4% | -6% |
| 4 | Cc1ccccc1NC(=S)N(CCCN1CCC(C)CC1)Cc1ccco1 | -13% | -7% | 1.7% | 10% | i | -28% | -2% | 7% | -7% |
| 5 | Cc1c(NC(=O)c2ccc(N3CCCC3)c([N+](=O)[O-])c2)cccc1-c1nc2ccccc2s1 | -2% | 3% | 4.4% | -26% | i | 2% | 0% | ? | 2% |
| 6 | COc1ccc(-c2ccnc(-c3ccc(OCCCF)cc3)n2)cc1 | 0% | -3% | 3.0% | 7% | i | -6% | 15µM* | 0% | -15% |
| 7 | O=C(c1ccncc1)N1CCc2ccccc2C1 | 6% | -17% | -0.5% | 4% | i | -4% | -21% | 1% | 11% |
| 8 | CCCCNC(=O)Oc1cccc(N2CCCC2=O)c1 | 6% | 6% | -0.3% | 9% | i | 26% | ? | 9% | 17% |
| 9 | O=C(c1ccc(F)c(S(=O)(=O)N2CCOCC2)c1)N1CCc2ccccc21 | -2% | 0% | 0.5% | ? | i | 0% | 12% | -10% | 2% |
| 10 | CS(=O)(=O)c1ccc(Cl)c(NC(=O)CCCc2nc3ccccc3c(=O)[nH]2)c1 | -4% | -14% | 0.2% | 4% | i | 3% | -2% | -4% | 0% |
| 11 | C=C(C)CNC(=S)Nc1cccc2cnccc12 | 4% | 9% | 2.2% | -20% | i | -13% | 9% | ? | 13% |

Record cards (already shown):
Cc1ccc(S(=O)(=O)Nc2nc(-c3ccc(F)cc3)cs2)cc1 in the list: A549 viability: -8%; HepG2 viability: -12%; Nrf2 ARE act: 0.0%; Nrf2 inh: -17%; S2 tox: i; ATXN2 expr inh: 3%; MCF10A rerep: -1%; TGFb inhibitor: -21%; EPAC2 antag: -11%
Cc1ccc(OCC(=O)N2CC(C)CC(C)C2)c([N+](=O)[O-])n1 (centres undefined) in the list: A549 viability: -7%; HepG2 viability: 0%; Nrf2 ARE act: -0.4%; Nrf2 inh: -4%; S2 tox: i; ATXN2 expr inh: 1%; MCF10A rerep: -2%; TGFb inhibitor: -5%; EPAC2 antag: 7%

These rows are one share of the data; count on the stated rates, not on these rows.
